Bioassay records from PubChem BioAssay.
tim10-1 inh: growth inhibitors of tim10-1 mutant yeast, primary screen, luminescence, uHTS. AID 463190, 2010. inhibition, % at 20 µM. 330,000 tested, 2.2% active. S. cerevisiae tim10-1 ts strain growth, BacTiter-Glo, 24 h;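 active means inhibition of at least 40%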;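 further: mutant grown at 25 °C; 0% = DMSO wells with yeast and 100% = wells holding no yeast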
CHOP UPR activ: activators of apoptotic CHOP UPR arm, primary screen, cell-based, CHO-CHOP luciferase reporter, luminescence, uHTS. activation, % at 10 µM. 330,000 tested, 0.34% active. AID 449763, 2010. UPR activation; percent of tunicamycin response over DMSO baseline;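 active means at 10 µM dose, activation of 40% or more, normalized to positive control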;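 further: 100% = tunicamycin at 10 µg/mL and 0% = DMSO alone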
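Test system: CHO-CHOP cells, stable luciferase reporter of PERK-eIF2a-CHOP signalling | Quantity: 500 CHO-CHOP cells per well | Buffer or medium: F12 plus 10% serum | Compound dosing: 10 µM single point, 0.5% DMSO | Schedule: 6 h compound treatment, 37 °C | Signal: Luciferase luminescence | Control set: Tunicamycin high control, DMSO low control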
tim23-1 inh: growth inhibitors of tim23-1 mutant yeast, primary screen, luminescence, uHTS | 330,000 tested, 1.3% active | inhibition, % at 20 µM | S. cerevisiae tim23-1 growth, BacTiter-Glo luminescence, 24 h;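 active means growth inhibition of the mutant yeast at or above 50%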;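 further: temperature-sensitive mutant grown at 25 °C; plate controls were DMSO-treated mutant yeast for no effect and medium wells lacking yeast for full effect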
Mdm2 MdmX PPI: inhibitors of human Mdm2-MdmX association, primary screen, cell-based, luminescence, split luciferase, SaOS-2, uHTS | Protein Mdm4 (Homo sapiens) + E3 ubiquitin-protein ligase Mdm2 (Homo sapiens), … | SaOS-2 split-luciferase Mdm2/MdmX complementation | inhibition, % at 8 µM | 330,000 tested, 3% active;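 active means inhibition of at least 50% at 8 µM in the primary screen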
Target sequence (O15151 whole entry, looked up): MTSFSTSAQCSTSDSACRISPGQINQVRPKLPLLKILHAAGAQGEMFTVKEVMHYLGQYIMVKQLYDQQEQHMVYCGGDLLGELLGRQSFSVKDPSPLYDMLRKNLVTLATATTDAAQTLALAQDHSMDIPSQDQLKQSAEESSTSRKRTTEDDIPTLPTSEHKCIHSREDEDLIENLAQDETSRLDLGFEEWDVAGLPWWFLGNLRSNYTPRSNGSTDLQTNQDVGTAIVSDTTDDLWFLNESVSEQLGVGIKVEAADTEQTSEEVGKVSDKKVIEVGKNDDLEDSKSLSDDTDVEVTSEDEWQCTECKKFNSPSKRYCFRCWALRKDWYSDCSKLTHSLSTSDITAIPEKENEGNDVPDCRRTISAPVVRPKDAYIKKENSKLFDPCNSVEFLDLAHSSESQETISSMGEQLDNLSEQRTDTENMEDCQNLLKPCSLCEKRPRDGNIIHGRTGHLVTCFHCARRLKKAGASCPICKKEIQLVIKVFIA
Target sequence (Q00987 whole entry, looked up): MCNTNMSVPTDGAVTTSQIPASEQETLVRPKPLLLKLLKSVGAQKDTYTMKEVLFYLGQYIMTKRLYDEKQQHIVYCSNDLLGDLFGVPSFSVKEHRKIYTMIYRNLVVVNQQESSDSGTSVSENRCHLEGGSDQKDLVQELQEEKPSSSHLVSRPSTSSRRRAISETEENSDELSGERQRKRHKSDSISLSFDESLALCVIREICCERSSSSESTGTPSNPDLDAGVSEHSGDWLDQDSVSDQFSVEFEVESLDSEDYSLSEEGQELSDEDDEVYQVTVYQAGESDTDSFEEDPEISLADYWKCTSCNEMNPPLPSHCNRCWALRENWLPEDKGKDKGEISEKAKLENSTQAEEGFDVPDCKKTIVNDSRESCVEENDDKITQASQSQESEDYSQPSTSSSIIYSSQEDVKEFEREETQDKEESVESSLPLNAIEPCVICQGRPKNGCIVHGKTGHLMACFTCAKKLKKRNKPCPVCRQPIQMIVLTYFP
XBP1 UPR activ: activators of adaptive XBP1 UPR arm, primary screen, cell-based, CHO-XBP1 luciferase reporter, luminescence, uHTS; 330,000 tested, 0.33% active; IRE1-XBP1 UPR activation; percent of tunicamycin response, DMSO as zero; AID 463104, 2010; activation, % at 20 µM;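 active means versus positive control, 20 µM dose yields 30% or more activation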;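 further: 100% = tunicamycin at 10 µg/mL and 0% = DMSO only wells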
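incubation = overnight seeding at 37 °C, 6 h compound treatment at 37 °C | assay system = CHO-XBP1 cells stably carrying IRE1-XBP1-driven luciferase reporter | input = 1000 cells per well | detection = luciferase luminescence | dosing = single point, 20 µM final compound, 1% DMSO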
697 NFkB inh: inhibitors of PMA/ionomycin-induced NF-kB reporter, 697 cells, primary screen, B-cell NF-kB inhibitor project, cell-based, luminescence, uHTS; 330,000 tested, 0.33% active; 697 B-cell NF-kB luciferase reporter, 16 h; inhibition, % at 4 µM; in the data active means inhibition above about 35%
TIM10 inh: growth inhibitors of isogenic TIM10 control yeast, primary screen, counter-screen for tim10-1 yeast inhibitor project, luminescence, uHTS; S. cerevisiae TIM10 strain growth, BacTiter-Glo luminescence, 24 h; inhibition, % at 10 µM; 330,000 tested, 1.4% active;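 active means inhibition of 40% or more at the single tested concentration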;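 further: wild-type TIM10 isogenic control strain grown at permissive 25 °C; 0% = DMSO yeast wells and 100% = minimal medium wells without yeast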
Jurkat NFkB inh: inhibitors of induced NF-kB luciferase reporter, primary screen, TCR NF-kB activation inhibitor project, cell-based, luminescence, uHTS; Jurkat, PMA/ionomycin-induced NF-kB luciferase reporter; inhibition, % at 4 µM; 330,000 tested, 0.53% active; AID 435003, 2010; in the data active means inhibition above about 50%
* hit, by the source's call.

SMILES	tim10-1 inh	CHOP UPR activ	tim23-1 inh	Mdm2 MdmX PPI	XBP1 UPR activ	697 NFkB inh	TIM10 inh	Jurkat NFkB inh
COc1ccccc1NC(=O)CSc1nnc(COc2ccc(Cl)cc2)n1Cc1ccco1	20.4	8.1	19.0	37.9	0.9	-8.5	19.5	8.5
Cn1cc(/C=C(\NC(=O)c2ccccc2Cl)C(=O)NCCCN2CCOCC2)c2ccccc21	0.1	-0.1	-9.6	-9.5	-0.6	-5.5	-11.2	-2.5
Cc1ccc(SCCCCN2C(=O)NC(C)(C)C2=O)cc1	22.2	2.1	20.7	4.9	4.2	2.4	18.3	2.6
COc1ccc(CCN=C(N)NS(=O)(=O)c2ccc(F)cc2)cc1OC	14.9	11.5	4.3	31.0	0.2	3.5	-3.2	19.1
CCOc1ccc(-n2c(=O)c3c4c(sc3n(CC(=O)NCC3CCCO3)c2=O)CCCC4)cc1 (stereo not drawn)	5.8	1.4	14.0	-6.4	0.1	23.6	13.7	-4.4
CC1CN(c2nc3ccccn3c(=O)c2/C=C(\C#N)C(=O)N2CCOCC2)CC(C)O1 (stereo not drawn)	-8.3	2.5	6.0	0.2	-0.2	-0.3	5.9	0.9
CCCCCCC1C(C#N)=C(N)OC2=C1C(=O)CC(C)(C)C2 (stereo not drawn)	13.6	-1.4	3.3	13.9	-1.4	2.3	-15.0	12.7
CCn1c(C)nc2cc(C(=O)N/N=C/c3ccc(OC)c(O)c3)ccc21	9.7	1.9	11.1	-7.8	-0.6	12.9	11.0	-10.5
CNS(=O)(=O)c1cccc(C(=O)OCC(=O)N2CCN(C(=O)c3ccco3)CC2)c1	-5.7	2.7	-12.3	16.0	-1.0	-2.0	-2.4	10.6
O=S(=O)(c1ccccc1)N1CCN(C/C=C/c2ccccc2)CC1	17.0	0.2	27.5	-1.0	-5.5	-4.5	10.5	6.9
COc1ccc(S(=O)(=O)Nc2c(C)c(C)cc3c2ncn3C)cc1	5.4	-2.2	10.3	18.4	2.8	-12.1	23.4	-5.0
O=C(c1ccccc1)c1cccc(NC(=O)c2ccc(Br)o2)c1	45.1*	7.2	52.6*	-7.9	0.7	-31.5	74.6*	-34.0
COc1ccc(-c2cc(=O)c3cc(OC)ccc3o2)cc1	11.5	-3.6	14.3	-10.6	-0.5	-152.3	3.4	-57.9
COc1ccc(CC(=O)OC(C)C(=O)NC2CCCCC2C)cc1 (stereo not drawn)	22.5	-0.6	26.1	8.7	0.3	11.5	17.5	-1.2
O=C(c1cc2c(s1)-c1ccccc1S(=O)(=O)C2)N1CCCC1	11.3	-0.8	5.7	-16.6	-0.5	6.5	2.1	-10.4
Cc1cnnc2ccc3c(no[n+]3[O-])c12	-12.1	1.0	-11.3	10.2	0.2	5.8	2.2	19.3
CCCOc1ccccc1/C=C1\SC(N2CCCCC2)=NC1=O	42.0*	3.5	43.1	85.5*	4.4	-299.7	16.6	-57.3
CCSc1nnc(NC(=O)C2C3C=CC(C3)C2C(=O)O)s1 (stereo not drawn)	15.2	0.5	-8.2	0.3	-0.3	10.5	-14.2	-1.8
CC(C)COc1ccc2[nH]c3c(c2c1)CCCC3=O	-3.6	-0.4	-4.1	21.6	1.4	1.3	2.1	-16.1
CCn1c2ccccc2c2cc(NC(=O)c3cc(OC)cc(OC)c3)ccc21	-2.9	2.8	14.1	42.9	12.3	2.9	-11.0	59.8*

Complete entries, looked up by structure. Order of values: tim10-1 inh | CHOP UPR activ | tim23-1 inh | Mdm2 MdmX PPI | XBP1 UPR activ | 697 NFkB inh | TIM10 inh | Jurkat NFkB inh
Profile of COc1ccc(CC(=O)OC(C)C(=O)NC2CCCCC2C)cc1 (stereo not drawn) → 22.5 | -0.6 | 26.1 | 8.7 | 0.3 | 11.5 | 17.5 | -1.2
Profile of COc1ccc(-c2cc(=O)c3cc(OC)ccc3o2)cc1 → 11.5 | -3.6 | 14.3 | -10.6 | -0.5 | -152.3 | 3.4 | -57.9
Profile of CCCOc1ccccc1/C=C1\SC(N2CCCCC2)=NC1=O → 42.0* | 3.5 | 43.1 | 85.5* | 4.4 | -299.7 | 16.6 | -57.3
Profile of CCSc1nnc(NC(=O)C2C3C=CC(C3)C2C(=O)O)s1 (stereo not drawn) → 15.2 | 0.5 | -8.2 | 0.3 | -0.3 | 10.5 | -14.2 | -1.8
Profile of Cc1cnnc2ccc3c(no[n+]3[O-])c12 → -12.1 | 1.0 | -11.3 | 10.2 | 0.2 | 5.8 | 2.2 | 19.3

Following part:
SMILES	tim10-1 inh	CHOP UPR activ	tim23-1 inh	Mdm2 MdmX PPI	XBP1 UPR activ	697 NFkB inh	TIM10 inh	Jurkat NFkB inh
CCCCN(C)C(=O)c1cn(C)c2ccc(S(=O)(=O)N3CCC(C)CC3)cc2c1=O	-10.3	2.3	8.0	15.6	-1.0	-12.9	7.7	10.5
O=C(NC1CCCC1)C(c1cccs1)N(Cc1ccco1)C(=O)c1csnn1 (stereo not drawn)	13.9	1.2	12.2	9.9	2.9	-7.3	24.7	3.1
O=C(O)CCC(=O)N1CC=C(c2ccccc2)CC1	-11.1	-2.5	-2.3	-7.2	-0.4	-10.7	4.2	1.3
Clc1ccc(OCc2nn3c(C4CCCCC4)nnc3s2)cc1	32.9	0.5	46.7	30.0	-3.4	6.6	6.1	-2.5
O=C(N/N=C/c1cc(Br)c(Br)s1)c1ccncc1	13.6	4.1	-3.9	50.6*	6.5	6.1	16.7	16.0
CC1=NN(C(=O)c2ccc(Br)cc2)C(O)(c2ccccc2)C1 (stereo not drawn)	30.2	0.2	29.5	40.2	-0.2	10.7	5.7	-1.3
COc1cc(C2Nc3ccccc3NC3=C2C(=O)CC(c2ccc(OC)c(OC)c2)C3)ccc1O (stereo not drawn)	2.9	0.3	13.6	-1.5	-3.5	15.2	3.1	-7.4
O=C(NCCCc1ccc(F)cc1)C1CCC(=O)N(CC2CCCCC2)C1 (stereo not drawn)	20.7	0.7	6.3	-4.3	-3.8	10.9	-1.5	-0.8
CCCCN=C(NNc1ccc(Br)cc1)C(=O)OCC	-110.9	-0.1	-26.7	0.3	-0.3	-5.9	2.6	-8.3
CCOc1ccc(NC(=O)Nc2cccc(C(=O)O)c2)cc1	-4.3	-8.9	8.2	70.2*	-8.5	81.5*	-4.8	82.4*
CC1(C(=O)NCc2cccnc2)CCC(=O)N1CCc1ccccc1 (stereo not drawn)	-3.7	1.5	20.0	17.0	-2.1	3.0	1.1	5.1
NC(=S)Nc1ccc(Cl)c(Cl)c1	11.1	-1.2	7.5	13.1	-3.4	7.3	14.3	3.1
Cc1ccc(OCCN2CCN(C(=O)CCC(=O)Nc3nnc(C(C)C)s3)CC2)cc1	8.2	-2.9	7.6	27.3	4.1	-18.0	-9.2	15.9
CC1CN(C(=O)c2ccc(S(=O)(=O)Nc3cccc(C(F)(F)F)c3)cc2)CC(C)O1 (stereo not drawn)	-0.7	-0.1	-4.4	0.4	0.3	-18.5	9.3	-7.0
Cc1nc(C(=O)NCCCO)cc2c1[nH]c1ccccc12	11.3	2.1	1.3	16.0	-4.0	8.3	23.4	-20.4
COCC(=O)N(Cc1cc2ccccc2[nH]c1=O)c1ccc(OC)cc1	3.8	-2.5	-10.5	-1.9	-4.9	20.1	-3.3	-10.9
Nc1ccc(OC(=O)Nc2ccc(O)cc2)cc1	-11.5	-4.7	21.3	0.2	-8.6	15.2	13.7	9.6
COC(=O)[C@H](Cc1c[nH]c2ccccc12)NC(=O)NCc1ccc(OC)cc1	-9.2	0.0	23.6	-7.3	-1.3	-0.7	7.5	-18.3
O=C(CSC1=NCCS1)NC(NC(=O)CSC1=NCCS1)c1ccccc1	-2.2	0.7	2.0	-8.7	-0.5	7.7	8.7	-0.9
COc1ccc(OC)c(/C=C/C(=O)OCC(=O)c2c(N)n(C)c(=O)n(C)c2=O)c1	-1.2	1.2	-12.3	25.1	1.3	9.3	-27.1	-10.6
COc1ccc(CN(C)CC(=O)NCC(=O)Nc2c(C)cccc2C)cc1	5.2	0.9	-2.4	-34.9	-0.3	-4.1	-0.7	-8.5
CCC(=O)Nc1cccc(NC(=O)CSc2nnnn2Cc2ccccc2)c1	9.6	-1.5	7.9	16.8	0.1	-25.6	19.8	-20.3
Cc1cccc(OCC(=O)NCC(C)(C)N2CCOCC2)c1	-16.3	0.4	-5.0	-18.8	-2.0	12.2	-1.6	-6.0
CC(=O)Nc1ccc(SCC(=O)Nc2ccccc2N2CCOCC2)cc1	2.3	-1.4	5.1	-9.0	-0.5	-8.1	-12.8	7.5
CCOC(=O)[C@H]1[C@H]2COc3ccccc3[C@@H]2N2C(=O)CNC(=O)[C@@]12C	-3.0	0.2	0.2	-5.1	0.2	8.9	-4.1	-6.4
CCC(Oc1ccccc1F)C(=O)NCCCn1ccnc1 (stereo not drawn)	5.4	-1.0	7.6	10.7	3.6	8.5	-12.5	-3.5
COc1ccc(Cc2nnc(NC(=O)CS(=O)(=O)c3ccc(C)cc3)s2)cc1OC	5.9	-0.1	1.3	10.5	-1.8	14.5	-8.4	-0.5
CCCCn1c(N)c(N(CCOC)C(=O)c2sc3ccccc3c2Cl)c(=O)[nH]c1=O	-15.7	0.4	-1.1	2.3	-1.3	-9.0	-1.6	-12.5
COc1ccc(N2CCC(N3CCN(C)C(CCO)C3)CC2)cc1 (stereo not drawn)	9.2	0.4	-10.4	-0.5	-3.0	-4.5	-8.7	8.5
CCSc1nnc(NC(=O)C2CCN(S(=O)(=O)c3c(C)c(C)cc(C)c3C)CC2)s1	8.6	3.1	2.2	-21.7	-0.9	4.0	0.0	1.6
CN(c1cccc(Cl)c1)S(=O)(=O)c1cccc(C(=O)NCc2ccncc2)c1	-7.6	-1.0	13.6	-3.8	-4.2	2.5	-1.1	3.0
CNc1ccc(S(=O)(=O)NCC(=O)OC(C)C(=O)N(C)Cc2ccccc2)cc1[N+](=O)[O-] (stereo not drawn)	-2.8	1.3	7.0	-27.3	0.0	-5.4	0.9	-6.4
N#CCCN(CCC#N)C(=O)c1ccc2c(c1)OCO2	9.2	-1.6	-1.5	1.9	-2.2	20.6	1.7	-7.4
CCO[C@H]1OC(C(N)=O)=C[C@@H](C2CC2)[C@@H]1CCCO	5.8	2.8	9.8	4.0	-0.9	15.3	11.4	17.3
CSc1ccc(C=O)cc1	-6.5	-0.2	-9.1	8.0	-0.8	19.3	6.1	-10.1
Cc1sc2ncnc(Nc3ccc(O)cc3)c2c1C	9.6	1.0	29.8	-1.1	-1.5	-2.5	-4.3	-7.2
COCCn1c(C)cc(C(=O)CSc2ccc(NC(C)=O)cc2)c1C	22.4	2.7	30.4	34.6	1.7	-37.5	14.1	-28.8
COc1ccc([C@H]2CC(=O)C=C(c3ccc4c5c(cccc35)CC4)C2)cc1	16.7	1.7	25.2	24.0	1.1	15.8	12.2	-0.1
CCS(=O)(=O)c1nc(S(=O)(=O)c2ccc(Cl)cc2)c(N2CCCC2)s1	23.5	-1.0	29.7	-6.7	-2.4	2.0	4.2	6.0
Cc1ccc2c(=O)n3c(nc2c1)C(CC(C)C)NC(=O)c1ccc(Cl)cc1-3 (stereo not drawn)	20.6	-0.7	19.6	-2.9	0.4	-30.8	11.2	-0.2
O=C(C1CCCO1)N1CCN(C(=S)Nc2cc(F)cc(F)c2)CC1 (stereo not drawn)	27.4	-0.3	13.2	14.4	-6.1	-34.4	2.8	-13.2
